EP2 mod: EP2 receptor (human) modulation. P43116. EP2-expressing cells, cAMP HTRF FRET, PGE2 co-stimulation. induction, % at 25 µM. 260,000 compounds, 0.83% hits;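 active means compounds whose cAMP rise, as percent of the full-agonist control response, exceeds 60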;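 further: rat C6 glioma line stably carrying human EP2 under a CMV promoter; the protocol text gives 20 µM as final concentration; 100% = response of wells given 1 µM PGE2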
Target sequence (P43116 whole entry, looked up): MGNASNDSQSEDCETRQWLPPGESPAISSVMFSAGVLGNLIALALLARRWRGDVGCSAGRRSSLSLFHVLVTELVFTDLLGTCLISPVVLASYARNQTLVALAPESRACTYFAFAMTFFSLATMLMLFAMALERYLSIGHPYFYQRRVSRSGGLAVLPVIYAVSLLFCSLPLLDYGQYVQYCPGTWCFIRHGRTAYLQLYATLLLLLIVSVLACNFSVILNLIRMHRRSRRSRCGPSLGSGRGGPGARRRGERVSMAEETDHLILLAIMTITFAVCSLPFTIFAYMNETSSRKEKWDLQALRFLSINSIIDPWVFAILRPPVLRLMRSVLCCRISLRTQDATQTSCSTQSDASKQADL
S1P4 antag: blocks the human S1P4 receptor; O95977; S1P4-expressing cells, antagonist mode, reporter read-out; inhibition, % at 4.98 µM; 220,000 compounds, 0.26% hits; AID 1510; in the data active means inhibition above about 29%;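 further: 0% = wells stimulated with agonist and 100% = vehicle wells without agonist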
p97 inhibitor: human p97 ATPase inhibition; P55072; recombinant p97 ATPase, Kinase-Glo ATP luminescence, 3 h; inhibition, % at 8 µM; 220,000 compounds, 0.42% hits; in the data active means inhibition above about 15%;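 further: 0% = DMSO vehicle and 100% = wells lacking enzyme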
NPY2 pot ag: potentiates or activates human NPY-Y2 receptor. P49146. cells expressing NPY-Y2, potentiator/agonist read-out. activation, % at 3.6 µM. 220,000 compounds, 0.45% hits; in the data active means activation above about 27%;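 further: cells stimulated with NPY near EC25 plus isoproterenol at EC100; 0% = vehicle plus submaximal agonist and 100% = vehicle plus saturating agonist; some results beyond the cut were filed as inactive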
S1P4 ag: agonists of human S1P4 receptor; O95977; S1P4-expressing cell line, agonist reporter assay; activation, % at 4.98 µM; 220,000 compounds, 0.35% hits; AID 1509; in the data active means activation above about 11%;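 further: 0% = DMSO vehicle and 100% = reference agonist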
NPY1 pot ag: potentiators or agonists of human neuropeptide Y receptor Y1; AID 1304; activation, % at 3.6 µM; 220,000 compounds, 0.37% hits; NPY-Y1 expressing cells, potentiator/agonist activation; in the data active means activation above about 33%, passing the limit was not always enough;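 further: cells stimulated with NPY at EC10 then isoproterenol at EC100; 0% = low agonist plus stimulus and 100% = saturating agonist plus stimulus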
Target sequence (P25929 whole entry, looked up): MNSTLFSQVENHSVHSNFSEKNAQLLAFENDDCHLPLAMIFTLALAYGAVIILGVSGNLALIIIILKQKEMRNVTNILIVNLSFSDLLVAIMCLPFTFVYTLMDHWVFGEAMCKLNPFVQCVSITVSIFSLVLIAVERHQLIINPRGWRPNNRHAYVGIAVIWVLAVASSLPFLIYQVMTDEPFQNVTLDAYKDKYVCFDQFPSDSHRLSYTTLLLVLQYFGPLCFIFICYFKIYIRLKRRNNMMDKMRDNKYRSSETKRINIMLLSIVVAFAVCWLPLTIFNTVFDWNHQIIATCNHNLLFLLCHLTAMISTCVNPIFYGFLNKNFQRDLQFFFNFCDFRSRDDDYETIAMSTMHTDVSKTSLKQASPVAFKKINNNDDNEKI
EP2 antag: inhibitors of human EP2 prostaglandin E2 receptor. 260,000 compounds, 0.52% hits. P43116. AID 1422. C6 glioma cells expressing human EP2, cAMP TR-FRET; cells stimulated with saturating PGE2. inhibition, % at 25 µM;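 active means percent inhibition above 40 after rounding to a whole number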;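 further: rat C6 glioma host cells with rolipram phosphodiesterase inhibitor present; the protocol text gives 20 µM as final concentration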
eIF4E-4G inh: blocks eIF4E binding to eIF4G. P63073+Q04637. inhibition, % at 21.7 µM. 220,000 compounds, 0.37% hits. TR-FRET eIF4E-eIF4GI(517-606) binding, 2 h;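 active means inhibition above about 30%, limit read from the data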;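 further: 0% = full FRET control wells and 100% = background wells lacking eIF4GI fragment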
NPY Y1 blocker: NPY-Y1 (human) receptor antagonism; P25929; inhibition, % at 3.6 µM; HEK293-CNG Y1 cells, membrane potential fluorescence; NPY at EC95, then isoproterenol; 200,000 compounds, 1% hits;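 active means inhibition above the campaign mean inhibition of all tested compounds plus 3 SD, cut at about 20% in these data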;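 further: 0% = DMSO wells given NPY plus isoproterenol and 100% = isoproterenol alone without NPY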
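Assay system: HEK293 cells with Y1 receptor plus CNG channel | Probe or stimulus: NPY (25 nM), isoproterenol (1 µM), Ro 20-1724 (25 µM) | Timing: Compound incubation 1 h at room temperature, readout 45 min post-stimulation | Measured by: Membrane-potential fluorescent dye readout | Benchmarks: High control isoproterenol alone, low control NPY with isoproterenol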
Active calls of the source: *; . = not tested or not shown; & = joins results of further samples; [ ] = remark or other dose. Only part of the results is shown. The share of hits here may be higher or lower than overall.

Order of results: EP2 mod	S1P4 antag	p97 inhibitor	NPY2 pot ag	S1P4 ag	NPY1 pot ag	EP2 antag	eIF4E-4G inh	NPY Y1 blocker
O=c1c(-c2ccc(Cl)cc2)[n+]([O-])c2ccccc2n1OCc1ccccn1
 : -5.4	-4.4	3.3	6.0	1.1	11.7	5.3	-17.3	6.1
CC(/C=C/c1ccc2c(c1)OCO2)=N/NC(=O)c1cccnc1
 : -1.5	-21.2	1.4	-7.7	0.8	8.1	0.0	18.3	2.0
Cc1ccccc1CNC(=O)Cc1ccccc1[N+](=O)[O-]
 : 24.3	4.2	5.8	-8.2	-0.3	2.1	8.7	0.2	1.7
COc1ccc2c(c1)CCc1cnc(N)nc1-2
 : -1.6	-4.0	1.5	13.3	-0.3	-6.1	10.5	10.5	1.2
COC(=O)N/N=C/c1c(C)cc(C)cc1C
 : 9.3	-21.6	-6.9	6.7	0.3	-10.5	9.9	-12.9	6.0
CCCNC(=O)Nc1ccccc1C(=O)Nc1ccc(OC)cc1
 : 13.9	-7.4	-1.6	10.8	0.3	11.2	13.1	12.9	-4.9
Cc1cccc(N2CCN(C(=O)Cc3cn(C)c4ccccc34)CC2)c1C
 : -13.9	-2.7	-5.3	-8.8	-1.8	-23.3	6.2	-3.3	4.2
O=C(/C=C/c1ccc2c(c1)OCO2)c1ccc(F)cc1
 : -9.1	3.7	7.0	0.8	2.4	-27.8	-2.3	1.8	5.6
NN/C(=C\[N+](=O)[O-])Nc1ccc(Cl)cc1
 : -19.6	1.7	2.2	10.1	-1.0	-8.9	5.3	3.2	-3.7
Cc1[nH]c2ccccc2c1/C=N/NC(=O)CCC(=O)NCc1ccccc1
 : -48.9	-23.3	6.6	8.4	-0.7	12.7	6.9	-4.5	9.0
O=C(N/N=C/c1cn[nH]c1-c1ccc(Cl)cc1)c1ccc([N+](=O)[O-])cc1
 : -88.2	-21.9	5.4	5.0	0.1	12.0	10.4	-2.8	1.0
O=[N+]([O-])c1cccc(-c2cn3ccccc3n2)c1
 : -33.8	-4.2	-1.4	0.6	0.8	-16.7	10.4	-1.6	3.7
Cc1ccc(C)c(C(=O)COC(=O)c2ccccc2N2C(=O)C3C4CCC(C4)C3C2=O)c1 (configuration not stated)
 : 3.1	-20.8	-4.7	-7.0	1.4	-20.8	3.0	0.0	2.7
O=C(O)Cn1nc(C(F)(F)F)c2c1CCCCC2
 : 3.4&-14.1	2.9	-3.3	-9.1	0.1	-18.6	9.1&13.7	2.7	6.6
COc1ccc(CC2(CO)CCN(CC3=CC[C@H]4C[C@@H]3C4(C)C)CC2)cc1
 : -42.4	-4.3	1.4	-7.5	-1.0	-0.7	6.0	3.2	22.2*
COc1ccc(OCCn2cnc(Cl)c2Cl)cc1
 : -14.7	2.4	-4.3	7.6	-1.4	-6.8	9.2	-10.7	.
OCc1ncc(-c2ccccc2)s1
 : 3.8	-5.0	2.6	-14.4	0.0	11.1	5.4	0.2	.
Cn1c(/C(C#N)=C/C2CC=CCC2)nc2ccccc21 (configuration not stated)
 : -24.3	-2.1	-1.2	-3.1	0.0	0.7	17.3	-1.0	1.0
Cc1ccc(NC(=O)COc2ccccc2C(=O)Nc2ccccc2)cc1Cl
 : -2.1	-3.1	-4.8	-1.8	-1.2	0.9	9.4	11.1	1.2
O=C(Nc1ccc(Cl)cn1)c1cccc(F)c1
 : -21.3	-8.1	-3.6	-3.4	-0.6	5.2	9.2	-3.6	1.9
CN(C(=S)NC(=O)c1ccccc1Br)C1CCCCC1
 : -12.9	-10.5	1.4	5.6	-2.0	20.9	7.6	0.0[fluorescence artefact?]	-1.9
Cc1c(NC(=O)C23CC4CC(CC(C)(C4)C2)C3)c(=O)n(-c2ccccc2)n1C
 : 28.3	-4.1	-0.5	-5.2	-3.5	-7.7	0.6	6.5	-3.9
O=C(COc1ccc(Cl)cc1)NNC(=O)c1cccnc1
 : 36.2	2.5	4.0	-7.2	-1.0	12.5	7.9	2.8	5.7
CCOC(=O)c1sc2nc(SCC#N)n(CC3CCCO3)c(=O)c2c1C (configuration not stated)
 : 7.6	-11.7	-4.1	-2.1	-1.4	-1.0	7.6	-32.3	5.1
Cc1cccc(-c2n[nH]c(=S)n2/N=C/c2ccc(C)s2)c1
 : 29.7	-11.4	-3.9	0.0	1.8	2.0	12.1	-8.9	0.8
Cc1cccc(OCC(=O)Nc2cc(C)ccc2O)c1
 : -15.8	10.2	3.0	7.7	1.9	-19.5	18.7	-6.9	3.8
CCCN1C2CCCC1CC(NC(=O)c1ccccc1F)C2 (configuration not stated)
 : 19.6	-14.5	6.1	-7.8	1.1	3.0	9.6	-7.8	-1.1
CCCN(CC(=O)Nc1ccc(C(N)=O)cc1)CC(=O)Nc1ccc(Cl)cc1Cl
 : 6.1	-23.5	-8.2	5.9	0.3	-10.5	9.9	2.5[fluorescence artefact?]	-4.4
CCOC(=O)CN(Cc1ccc(OC)c(OC)c1)S(=O)(=O)c1ccc(OC)cc1
 : -5.9	-2.8	-0.1	-3.3	-0.8	22.7	3.9	-0.4	2.6
Cc1ccccc1OCC(=O)OCC(=O)Nc1ccc(N2CCOCC2)cc1
 : 32.7	-11.5	-0.2	5.3	2.5	9.6	2.3	-2.9	-0.7
O=C(O)CNC(=O)c1ccc(S(=O)(=O)N2CCOCC2)cc1
 : 10.5	8.8	-3.4	-8.3	1.2	10.5	5.7	-6.5	5.0
O=C1C2C(C(=O)N1/N=C/c1cc(Br)cc([N+](=O)[O-])c1O)C1C=CC2C12CC2 (configuration not stated)
 : -2.6	-6.6	-1.2	-18.5	-4.0	-3.7	11.3	-1.3	12.8
O=C(CC12CC3CC(CC(C3)C1)C2)NC(=S)NCc1ccccc1
 : 32.5	-14.4	1.2	3.4	0.4	-3.5	9.9	-1.4[fluorescence artefact?]	0.9
CCOC(=O)C(=CNc1ccc(Cl)cn1)C(=O)OCC
 : 11.7	-12.8	-0.7	34.6	0.5	24.7	11.4	-0.6	.
COc1ccccc1NS(=O)(=O)c1ccc(O)c(C(=O)OCc2cccc([N+](=O)[O-])c2)c1
 : -33.2	-25.7	9.3	5.5	2.5	10.9	6.0	-2.1	-0.3
CC(/C=C/C=C/c1ccccc1)=N/NC(=O)CNc1ccccc1C
 : -28.8	-15.0	1.0	0.6	0.5	8.4	11.1	-2.1	4.9
CCc1ccc(OCC(=O)N(C)C2CCS(=O)(=O)C2)cc1 (configuration not stated)
 : 13.0	-2.9	2.1	1.4	0.2	0.5	16.5	5.6[fluorescence artefact?]	-9.4
O=C(COC(=O)c1cc(-c2ccccc2Cl)nc2ccccc12)Nc1ncc(C(F)(F)F)cc1Cl
 : 47.3	-11.7	10.2	2.0	-2.1	-9.4	22.0	9.0	-3.1
COC(=O)[C@H](C)NC(=O)Nc1ccc(OC(F)(F)F)cc1
 : -13.4	-6.1	-1.8	1.4	1.5	13.1	19.0	-8.1	-3.0
c1ccc(Cn2nnnc2C(c2cccs2)N2CCSCC2)cc1 (configuration not stated)
 : 17.8	-3.0	-2.0	12.9	-0.9	16.0	7.2	-4.4	-2.2
COC(=O)C(C)Sc1nc2c(c(-c3ccc(OC)cc3)c1C#N)-c1ccccc1C2=O (configuration not stated)
 : .	-0.1	4.2	-7.1	-4.6	-3.8	5.5	.	6.1
O=c1cc(-c2ccccc2)nc(SCc2ccc(Cl)cc2)[nH]1
 : 23.5	-20.6	5.7	6.0	2.8	-3.8	12.8	-20.2	10.8
Cc1cc(=O)c2c(C)nn(-c3ccccc3)c2[nH]1
 : 18.1	1.3	4.5	-11.4	-0.4	-16.7	11.6	-2.3	7.7
Cc1cc(C)c(-n2nnnc2SCC(=O)c2cc3ccccc3o2)c(C)c1
 : -50.0	3.4	2.4	-0.7	0.8	-24.9	8.7	2.7	.
CC(C)Oc1ccc(N2CC(C(=O)Nc3ccccn3)CC2=O)cc1 (configuration not stated)
 : 16.9	-10.0	5.2	0.2	0.8	-2.8	11.9	-1.3	2.7
CCCCCn1c(=O)[nH]c2cc(C(=O)N3CCN(Cc4ccc5c(c4)OCO5)CC3)ccc2c1=O
 : -3.4	-16.3	-1.6	14.9	-1.8	-15.1	34.1	44.1*	-10.0
O=S(=O)(NCCNS(=O)(=O)c1cccs1)c1cccs1
 : -1.3	-10.1	-1.1	2.6	1.6	-2.7	.	-4.3	-2.0
CCCn1c(CCC(=O)O)nc2cc(S(=O)(=O)N(CC)CC)ccc21
 : 17.4	5.8	-3.6	-10.9	-1.4	16.1	2.0	-8.3	.
CC(=O)N1CCC(N2CCN(Cc3ccc(C)cc3)C(CCO)C2)CC1 (configuration not stated)
 : -16.6	0.3	4.3	-6.0	-1.6	5.2	8.9	-0.9	-1.1
O=C(NO)c1ccc(C(=O)N(C2CCCCC2)C2CCCCC2)cc1
 : 25.1	12.2	-0.2	1.0	1.4	-9.8	11.2	1.6	-2.1
COc1ccc(C2CC(c3ccccc3OC(=O)/C=C/c3ccccc3)=NN2C(C)=O)cc1 (configuration not stated)
 : 27.5	-2.5	-0.6	-29.2	0.3	0.0	13.4	-2.4	.
CNCC(=O)Nc1ccc(Cl)c(C(F)(F)F)c1
 : -37.9	-8.9	-6.0	3.6	-0.3	7.0	3.8	-1.9	-1.4
COCCn1c(-c2cc(OC)c(OC)c(OC)c2)nc2oc3cc(OC)ccc3c(=O)c2c1=O
 : -3.0	-1.8	1.5	-0.8	0.6	-15.0	1.9	-3.6	.
CCOC(=O)C1(Cc2cccc(F)c2)CCN(Cc2cnc(C)s2)CC1
 : -9.3	11.8	0.9	-16.4	-1.1	-5.9	1.4	1.8	2.9
O=C(O)c1ccc(-n2cccn2)c([N+](=O)[O-])c1
 : 36.2	-15.7	1.5	5.8	0.3	10.2	9.1	-0.8	1.2
COc1ccccc1N1CCN(CCOc2c(OC)cccc2OC)CC1
 : -24.9	-5.1	0.6	-6.8	0.6	6.7	7.5	5.2	0.4
CCOC(=O)Cc1csc(NC(=O)CSc2nnc(C(C)C)n2C)n1
 : 15.2	0.0	4.5	15.5	0.2	12.1	19.1	0.9[fluorescence artefact?]	3.8
COc1ccc(CNC(=O)CN(C)S(=O)(=O)c2ccccc2)cc1
 : -10.4	-19.2	-2.3	10.2	1.1	8.6	7.8	-1.2	-2.4
CCSC1=N/C(=C\c2ccc3c(c2)OCO3)C(=O)S1
 : 10.0	1.9	2.0	-1.1	-0.2	-29.2	20.2	-1.8	-1.1
N/C(Cc1ccc([N+](=O)[O-])cc1)=N\OC(=O)Cc1ccc(Cl)cc1
 : -7.4	-10.1	-2.4	-5.6	2.2	-19.9	7.7	1.6[fluorescence artefact?]	11.5
CCOC(=O)C1(Cc2ccccc2)CCN(Cc2ccc(COC)o2)CC1
 : 3.2	-7.8	-2.1	11.7	0.1	-10.7	7.8	-1.8	2.9

eIF4E-4G inh, entries above that show a hit
structure	EP2 mod	S1P4 antag	p97 inhibitor	NPY2 pot ag	S1P4 ag	NPY1 pot ag	eIF4E-4G inh	NPY Y1 blocker
CCCCCn1c(=O)[nH]c2cc(C(=O)N3CCN(Cc4ccc5c(c4)OCO5)CC3)ccc2c1=O	-3.4	-16.3	-1.6	14.9	-1.8	-15.1	44.1*	-10.0
